# Screening results as filed in PubChem.
# SDO1 yeast rescue – compounds rescuing growth of sdo1-depleted yeast, bone marrow failure model; S. cerevisiae sdo1-depleted JHY4D growth rescue, OD600 30 h; stronger effect = higher value; pdr5 snq2 efflux-pump mutant strain; z-score at 10 µM; 0.21% of 140,000 active; AID 817;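 active means z-score above 3 at both the 24 hr and the 30 hr optical density reads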;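 further: z-score against mean and SD of all compound wells on the same plate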
# Insulin prom inh – TRM-6 insulin promoter activity inhibition. TRM-6 cells (human fetal islet line), insulin promoter-eGFP reporter, imaging; reporter expression induced with tamoxifen. inhibition, % at 2 µM. 0.9% of 130,000 active;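 active means inhibition above the mean plus 3 SD, with well images judged a real hit on visual review, cut at about 60% in these data, passing the limit was not always enough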
# SDO1 yeast rescue Rescue 24 h – further read-out of SDO1 yeast rescue, marked with its call; z-score; S. cerevisiae sdo1-depleted JHY4D growth rescue, OD600; measured here: growth rescue at 24 h;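 0 is the plate mean of compound wells and units are plate SD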
# Active calls of the source: *; i = inactive; · = no result given.
compound | SDO1 yeast rescue | SDO1 yeast rescue Rescue 24 h | Insulin prom inh
CCCC(c1nnnn1CCOC)N1CCN(c2cccc(OC)c2)CC1 (configuration not stated) | 1.2 | 1.64 | ·
Cc1ccc(CSCC(=O)NCc2ccco2)cc1 | · | · | -53.9
CCOc1cc(/C=N/NC(=O)c2cc(C)[nH]n2)ccc1OC(=O)c1ccc([N+](=O)[O-])cc1 | -1.33 | -0.8 | ·
CSCC[C@H](NC(=O)Nc1ccc(C)cc1)C(=O)O | 0.93 | 0.48 | -19.3
O=S(=O)(N/N=C/c1ccc(Cl)cc1)c1ccc(Cc2ncc(C(F)(F)F)cc2Cl)s1 | -0.91 | -0.65 | 48.6
CCCC(=O)NC(Nc1ccccc1F)C(Cl)(Cl)Cl (configuration not stated) | 0.01 | -0.15 | ·
O=C(CN1CCCCC1)N1c2ccccc2CCc2ccccc21 | 1.03 | 0.09 | -63.9
COc1cccc(C(=O)Nc2ccc(N3CCCC3)cc2)c1 | 0.29 | -0.14 | -21.4
O=C(CSCc1cccc(CSCC(=O)Nc2ccccc2)n1)Nc1ccccc1 | 1.05 | 0.91 | -52.8
O=C(O)Cc1ccc2ocnc2c1 | 1.52 | 0.3 | -7.1
CCC1SC2=NCN(c3ccccc3)CN2C1=O (configuration not stated) | 0.37 | -0.65 | -6.2
CC1=C(C(=O)Nc2ccccc2)C(c2cccc([N+](=O)[O-])c2)Nc2nc3ccccc3n21 (configuration not stated) | -0.21 | -1 | -38.9
COC(=O)C1=C(C)N(Cc2ccco2)C(=O)/C1=C\c1ccc(N(C)C)cc1 | -1.35 | -1.09 | 5.3
Cn1c(C(=O)NCC2CCCO2)cc2c(=O)n3ccccc3nc21 (configuration not stated) | -0.16 | -1.23 | 21.4
NNC(=O)c1cccc(COc2ccc3c(c2)CCC3)c1 | -0.9 | -0.62 | -75.0
Cc1cc(NC(=O)c2noc3c2CCCC3)n(-c2ccccc2)n1 | -0.37 | -0.74 | 34.4
CC(C)[C@H](NS(=O)(=O)c1cccc(Cl)c1)C(=O)OCC(=O)N1CCN(c2ccccc2)CC1 | 0.24 | 0.5 | 9.7
CCOC(=O)Cn1ncc(-c2ccccc2)c1N | 1.07 | 1.59 | 7.4
Cc1ccc(NC(=O)COC(=O)CNC(=O)c2cccc([N+](=O)[O-])c2)cc1S(=O)(=O)N1CCCCCC1 | -0.37 | 0.11 | -13.7
Cc1cc(N2CCN(c3ccccn3)CC2)n2nc(C)nc2n1 | · | · | 24.1
COc1ccccc1NC(=O)CCC(=O)Nc1nnc(C(F)(F)F)s1 | 0.38 | -0.06 | 35.7
O=C(Nc1nc2ccccc2s1)C1CCCN1S(=O)(=O)c1ccc(Cl)cc1 (configuration not stated) | -2.31 | -1.94 | -15.2
COc1ccc(Cl)cc1NC(=S)NCc1ccccn1 | 0.86 | 0.91 | ·
CSc1nsc(SC)c1NC(=O)N1CCCCC1 | 0.56 | 0.28 | 16.1
O=C(CCn1cnc(-c2ccccc2)c1-c1ccccc1)N/N=C/c1ccc(O)cc1 | 1.03 | 1.01 | -29.0
Cc1nnn(-c2nonc2N)c1C(=O)N/N=C/c1ccccc1O | -0.24 | -0.18 | 16.1
Nc1cc(Cl)c(N)cc1Cl | -0.17 | -0.7 | 0.0
CC1Cn2c(nnc2-c2cccs2)S1 (configuration not stated) | · | · | -6.1
O=C(Cn1cnc2c(nnn2Cc2ccc(F)cc2)c1=O)NCC1CCCO1 (configuration not stated) | 1.89 | 1.84 | -280.0
CCCCN(C(=O)CNC(=O)c1cccs1)C(C(=O)NC1CCCC1)c1ccncc1 (configuration not stated) | · | · | 25.9
O=C(c1ccccc1)C(C(=O)N1CCc2ccccc2C1)n1ccccc1=O (configuration not stated) | -0.51 | -0.79 | -43.2
O=C(NCCCCc1ccccc1)c1cccc([N+](=O)[O-])c1 | · | · | 35.7
CCOC(=O)c1ccc(NC(=O)NC2CC3CCC(C2)N3Cc2nnnn2C(C)(C)C)cc1 (configuration not stated) | -0.98 | -0.63 | 43.8
COc1ccc2c(c1)C(c1ccc(N3CCOCC3)cc1)=NNC(c1cccnc1)=N2 | 0.71 | 1.16 | 36.7
O=C(Nc1ccccc1Cl)N1CCN(c2ncccn2)CC1 | -0.19 | 0.14 | 37.9
C=C(C)c1cccc(C(C)(C)NC(=O)NC2CCCC2)c1 | -0.47 | -0.74 | -10.8
CCN(CC)CCCCOc1ccccc1OC | 0.14 | -0.38 | -7.7
COc1ccc(C(=O)N2CCN(C(=O)Cc3ccccc3)CC2)cc1OC | -0.17 | -0.3 | -14.3
[O-][n+]1cccc2ncc3cscc3c21 | -0.14 | -0.56 | 14.3
COC(=O)C1=C(O)/C(=C\c2cc(C)n(-c3ccccc3C)c2C)N=C1C | 0.28 | -0.29 | -41.9
COCC(=O)Nc1nc2ccc(C)cc2s1 | -0.59 | -0.73 | 25.0
CCCCOc1ccc(C(=O)Nc2ccc(S(=O)(=O)Nc3cc(C)on3)cc2)cc1OC | -0.35 | 0.81 | ·
COc1cccc(OCCOc2ccccc2[N+](=O)[O-])c1 | · | · | 10.0
Cc1ccc2c(c1)c1c(n2CC(O)Cn2c(C)nc3ccccc32)/C(=N\O)CCC1 (configuration not stated) | -2.11 | -1.26 | -140.0
CCOC(=O)C1=C(C(F)(F)F)Nc2ncnn2C1c1cccc(OC)c1OC (configuration not stated) | 0.04 | -0.31 | 0.0
COc1ccccc1NC(=O)Nc1nnc(CC(=O)Nc2ccccc2)s1 | · | · | 58.3
CCCC(O)(CCC)C(=O)NN(C(=O)CCl)c1cccc(C)c1 | 0.42 | 1.04 | 10.8
Cc1ccccc1N1C(=O)c2ccccc2N2C(=O)c3ccccc3C12 (configuration not stated) | -0.8 | -0.84 | -16.7
CC(C)c1ccc(/C=N/NC(=O)c2cccc(Cl)c2)cc1 | -0.31 | -0.66 | i
CCc1nnc(NC(=O)c2ccc(-c3cc(C(F)(F)F)ccc3Cl)o2)s1 | 0.64 | 2.08 | ·
CCc1ccc(C2=CC(c3cc(Br)ccc3F)n3ncnc3N2)cc1 (configuration not stated) | -1.51 | -0.29 | 27.9
COc1ccccc1NC(=S)N1CCN(C(c2ccccc2)c2ccccc2)CC1 | · | · | -27.8
C=CCSc1nc2ccccc2[nH]1 | 0.41 | -0.03 | 81.8*
COCCOC(=O)C1=C(C)NC2=C(C(=O)CC(c3cccs3)C2)C1c1ccsc1 (configuration not stated) | -0.63 | -0.38 | ·
CC(NC(=O)C12CC3CC(CC(C3)C1)C2)C(=O)N/N=C/C1=C(N2CCOCC2)C(=C\c2ccccc2)/CC1 (configuration not stated) | -1.23 | -1.28 | -12.5
Cc1cc(NC(=O)c2sc(Nc3cccc(C(F)(F)F)c3)nc2N)no1 | -0.85 | -0.44 | 32.1
CCOC(=O)c1ccc(NC(=O)CNC(=O)C2CCCCC2)cc1 | -0.15 | -0.98 | ·
Cn1c(N)c(C(=O)COC(=O)C2=COCCO2)c(=O)n(C)c1=O | 1.14 | 0.74 | 21.7
COc1cc(/C=C(/C(=O)c2cccs2)c2nc3ccccc3[nH]2)ccc1O | 0.27 | 0.6 | 28.6
COC(=O)c1ccccc1NC(=O)Nc1cccnc1 | 0.96 | 0.03 | 8.7

# (continued)
structure | SDO1 yeast rescue | SDO1 yeast rescue Rescue 24 h | Insulin prom inh
CC(C)(C)CC(C)(C)c1ccc(O)c(CN2CCN(CCC#N)CC2)c1 | -0.43 | 0.51 | -7.4
O=[N+]([O-])c1nn(-c2ccc3c(c2)OCCO3)n(O)c1=Nc1ccc(Cl)cc1 | -2.77 | -1.48 | ·
O=[N+]([O-])c1ccc(Oc2ccc(S(=O)(=O)Nc3ccccc3)cc2)cc1 | -1.96 | -1.12 | 13.8
CC1CC(C)CN(CC(=O)N2CCc3[nH]c4ccccc4c3C2)C1 (configuration not stated) | 0.33 | 0.7 | 42.9
COc1ccc(C)cc1NC(=O)c1cnc2n(c1=O)CCS2 | -0.53 | -0.72 | 31.2
Nc1cc(=O)[nH]c(SCC(=O)N2CCN(S(=O)(=O)c3ccc4ccccc4c3)CC2)n1 | · | · | 30.8
O=c1c2ccccc2nc(SCc2nc(-c3ccccc3)no2)n1-c1ccc(F)cc1 | 0.51 | 0.45 | ·
CCn1cc(C2Nc3ccccc3C(=O)N2O)c(C)n1 (configuration not stated) | 1.13 | 1.06 | 8.0
CCCCNC(=S)N/N=C/c1ccc(C)s1 | -1.07 | -1.07 | -22.0
COc1ccccc1-c1nc(SCC(=O)N(C)c2ccccc2)c2c(=O)n(C)c(=O)n(C)c2n1 | · | · | 8.6
CCOc1nc(C)ccc1-c1noc(-c2ccccn2)n1 | 0.44 | 0.26 | ·
COCCCn1c(SCC(=O)NCc2ccco2)nc2sc3c(c2c1=O)CCC3 | 0.56 | 0.58 | -85.7
CCOC(=O)c1sc2ncn(C(CC)C(=O)OCC)c(=O)c2c1C (configuration not stated) | -0.46 | -0.72 | ·
COc1cccc(N2CCN(CC(=O)Nc3nc4c(s3)CC(C)CC4)CC2)c1 (configuration not stated) | -1.93 | -0.46 | -63.6
CC(=O)Nc1nc(-c2ccccc2)c(-c2ccccc2)o1 | -0.42 | -0.02 | 0.0
CN(C)CCNC(=O)COc1ccc(Cl)cc1Cl | 0.69 | -0.63 | 0.0
COc1ccc(NC2=C3CCCC=C3N(c3ccc(OC)cc3)C2=O)cc1 | · | · | -21.4
Cc1ccc(C(=O)N2N=C(c3ccccc3)CC2(O)C(F)(F)F)o1 (configuration not stated) | · | · | -14.3
COc1cccc(/C=C2\SC(=S)N(CC3CCCO3)C2=O)c1 (configuration not stated) | -0.42 | -0.6 | 15.2
CCOC(=O)N/N=C(\C)c1ccc(-n2cnnn2)cc1 | · | · | -20.0
COC(=O)CNC(=O)C(C)NC(=O)OCc1ccccc1 (configuration not stated) | 1.33 | 0.78 | ·
CCOC(=O)N1CCN(c2nc3ccccc3nc2C(C#N)S(=O)(=O)c2ccc(C)cc2)CC1 (configuration not stated) | -0.52 | -0.51 | 36.4
COc1ccc(/C=N/NC(=O)c2csc(-n3nc(C)cc3C(F)(F)F)n2)cc1 | -0.46 | 0.33 | -20.4
Cc1ccc(NC(=O)c2csnn2)c(C)c1 | 0.43 | 0.03 | 47.6
Clc1cccc(OCCCN2CCCC2)c1Cl | 0.03 | -0.85 | -66.7
Cc1onc(-c2ccccc2)c1C(=O)NNC(=S)NC(=O)c1ccc(F)cc1 | -0.12 | -0.64 | ·
CC12CCC(C(=O)NCc3ccccc3Cl)(CC1=O)C2(C)C (configuration not stated) | · | · | -95.0
CCOC(=O)CSc1nc(=O)n2cc(C)ccc2n1 | · | · | 61.5
O=C(COC(=O)c1cc(=O)[nH]c2ccccc12)Nc1nc(-c2ccccc2)cs1 | · | · | -11.8
COC(=O)CNC(=O)C1(C)C=CCN1C(=O)c1ccccc1 (configuration not stated) | -0.09 | -0.76 | -4.8
CCOC(=O)C1CCN(S(=O)(=O)c2cc(Cl)c(C)cc2OC)CC1 | -0.47 | -0.47 | 68.8
CC(=O)Oc1cccc(N2C(=O)c3ccc(C(=O)O)cc3C2=O)c1 | 0.15 | -0.17 | ·
COc1ccccc1C1C(C#N)=C(N)Oc2cc(C)n(CCCn3ccnc3)c(=O)c21 (configuration not stated) | 1.05 | 0.6 | -6.7
Cc1cc(C(=O)OCC(=O)NC(C)C)c(C)o1 | -0.31 | -0.62 | 30.4
CCOC(=O)Cc1[nH]nc2c1C(c1ccoc1)C(C#N)=C(N)O2 (configuration not stated) | 0.34 | -0.02 | 34.2
COc1ccc(NC(=O)c2cccs2)cc1NC(=O)c1ccco1 | -1.04 | -1.13 | 22.9
COc1cc(CNCc2ccc(SC)cc2)cc(OC)c1 | 0.31 | -0.3 | -11.8
COc1ccc(-c2cc(C(=O)NC(C(=O)O)C(C)C)c(C)o2)cc1OC (configuration not stated) | -0.01 | 0.13 | ·
CCN(CC)CCN(Cc1cc2cc3c(cc2[nH]c1=O)OCO3)C(=S)NCc1ccco1 | · | · | 7.3
COc1cc2[nH]c(=O)n(CCCCCC(=O)N3CC=C(c4ccccc4)CC3)c(=O)c2cc1OC | 0.84 | 0.95 | -14.3

# Part of the list above, with two lines to a compound.
# Results follow in this order: SDO1 yeast rescue	SDO1 yeast rescue Rescue 24 h	Insulin prom inh
- Cc1ccc(CSCC(=O)NCc2ccco2)cc1
 : ·	·	-53.9
- CCOc1cc(/C=N/NC(=O)c2cc(C)[nH]n2)ccc1OC(=O)c1ccc([N+](=O)[O-])cc1
 : -1.33	-0.8	·
- CSCC[C@H](NC(=O)Nc1ccc(C)cc1)C(=O)O
 : 0.93	0.48	-19.3
- O=S(=O)(N/N=C/c1ccc(Cl)cc1)c1ccc(Cc2ncc(C(F)(F)F)cc2Cl)s1
 : -0.91	-0.65	48.6
- CCCC(=O)NC(Nc1ccccc1F)C(Cl)(Cl)Cl (configuration not stated)
 : 0.01	-0.15	·
- O=C(CN1CCCCC1)N1c2ccccc2CCc2ccccc21
 : 1.03	0.09	-63.9
- COc1cccc(C(=O)Nc2ccc(N3CCCC3)cc2)c1
 : 0.29	-0.14	-21.4

# Returning to the listing; the 2 compounds before the break are reprinted first.
structure | SDO1 yeast rescue | SDO1 yeast rescue Rescue 24 h | Insulin prom inh
CCN(CC)CCN(Cc1cc2cc3c(cc2[nH]c1=O)OCO3)C(=S)NCc1ccco1 | · | · | 7.3
COc1cc2[nH]c(=O)n(CCCCCC(=O)N3CC=C(c4ccccc4)CC3)c(=O)c2cc1OC | 0.84 | 0.95 | -14.3
COC(=O)CSc1nnc(C)n1-c1ccc(C)cc1 | -0.9 | -1.63 | 31.0
Cc1ccc(-c2noc(CSc3nc(N)cc(N)n3)n2)cc1 | -1.26 | -2.66 | ·
O=C(NC1=NCCS1)C12CC3CC(C1)CC(C(=O)NC1=NCCS1)(C3)C2 | 0.3 | -0.14 | -6.2
COc1ccc(NC(=O)CSc2nnc(-c3ccccc3Cl)n2Cc2ccco2)c(OC)c1 | -1.66 | -1.47 | 27.3

# Some of the compounds tested (hit frequency here may not be typical).
